Compound activity: PubChem BioAssay, Broad Institute
NSD2 block: inhibitors of human NSD2, primary screen, biochemical, plate reader, single point. 44,000 compounds, 0.07% hits. inhibition, % at 12.5 µM. Histone-lysine N-methyltransferase NSD2 (Homo sapiens), O96028. NSD2-SET H3K36me1 DELFIA fluorescence; in the data active = inhibition above about 54%, passing the limit was not always enough; inconclusive = no clear call, values can overlap the other calls;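 note: inhibitors reduce the monomethyl H3K36 fluorescence signal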
Target sequence (O96028 whole entry, looked up): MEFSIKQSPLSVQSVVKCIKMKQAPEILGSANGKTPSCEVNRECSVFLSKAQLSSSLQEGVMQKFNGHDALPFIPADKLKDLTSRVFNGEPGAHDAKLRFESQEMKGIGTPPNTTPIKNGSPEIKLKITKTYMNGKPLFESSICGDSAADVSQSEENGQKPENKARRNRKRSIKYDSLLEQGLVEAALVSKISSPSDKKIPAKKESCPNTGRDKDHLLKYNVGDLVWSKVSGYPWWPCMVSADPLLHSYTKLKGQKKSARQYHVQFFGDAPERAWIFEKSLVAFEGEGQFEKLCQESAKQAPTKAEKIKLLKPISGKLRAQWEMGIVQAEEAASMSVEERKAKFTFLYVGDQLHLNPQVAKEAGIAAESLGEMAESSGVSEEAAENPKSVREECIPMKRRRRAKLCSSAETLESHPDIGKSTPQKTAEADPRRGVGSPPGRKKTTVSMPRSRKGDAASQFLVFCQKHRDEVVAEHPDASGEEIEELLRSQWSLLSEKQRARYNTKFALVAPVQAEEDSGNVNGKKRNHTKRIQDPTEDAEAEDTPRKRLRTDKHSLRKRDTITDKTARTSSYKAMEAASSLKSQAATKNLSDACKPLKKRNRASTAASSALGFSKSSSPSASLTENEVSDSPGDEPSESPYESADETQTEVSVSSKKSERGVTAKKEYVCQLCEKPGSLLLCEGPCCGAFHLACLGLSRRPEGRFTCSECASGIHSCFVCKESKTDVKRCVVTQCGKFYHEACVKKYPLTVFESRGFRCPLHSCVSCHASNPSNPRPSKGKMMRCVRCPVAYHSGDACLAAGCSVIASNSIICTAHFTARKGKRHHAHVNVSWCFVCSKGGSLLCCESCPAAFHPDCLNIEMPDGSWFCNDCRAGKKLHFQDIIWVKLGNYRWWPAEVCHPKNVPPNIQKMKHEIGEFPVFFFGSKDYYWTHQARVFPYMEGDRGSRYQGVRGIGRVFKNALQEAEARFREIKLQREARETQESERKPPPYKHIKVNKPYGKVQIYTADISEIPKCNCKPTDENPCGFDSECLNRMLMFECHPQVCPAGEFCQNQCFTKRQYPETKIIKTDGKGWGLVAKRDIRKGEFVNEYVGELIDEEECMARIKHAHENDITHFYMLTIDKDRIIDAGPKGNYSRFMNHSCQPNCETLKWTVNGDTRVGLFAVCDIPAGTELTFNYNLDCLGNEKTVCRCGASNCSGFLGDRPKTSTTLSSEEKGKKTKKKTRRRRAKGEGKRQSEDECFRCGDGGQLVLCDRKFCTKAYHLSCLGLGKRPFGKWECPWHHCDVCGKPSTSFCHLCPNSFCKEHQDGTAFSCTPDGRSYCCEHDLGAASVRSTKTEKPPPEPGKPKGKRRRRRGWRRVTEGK
The depositor's hits bear a star; u = inconclusive. A portion of the library (hit frequency here may not be typical).

SMILES	NSD2 block
COc1ccc(S(=O)(=O)N(C)C[C@@H]2Oc3ccc(NC(=O)CCCN(C)C)cc3C(=O)N([C@H](C)CO)C[C@@H]2C)cc1	0.3
COc1ccc(NC(=O)N(C)C[C@H]2OCCCC[C@H](C)Oc3ccc(NC(=O)Nc4ccc(F)cc4)cc3C(=O)N([C@@H](C)CO)C[C@@H]2C)cc1	-1.7
C[C@H]1CN([C@@H](C)CO)C(=O)c2cc(C3=CCCC3)cnc2O[C@H]1CN(C)C(=O)Nc1ccccc1	-0.8
C[C@@H]1CN([C@H](C)CO)S(=O)(=O)c2ccc(-c3cccnc3)cc2O[C@H]1CN(C)C(=O)C1CC1	1.0
C[C@@H]1CN([C@H](C)CO)C(=O)c2cccc(NS(=O)(=O)c3ccc(Cl)cc3)c2O[C@H]1CN(C)S(=O)(=O)c1ccc(F)cc1	-0.7
C[C@@H]1CCCCO[C@H](CN(C)C(=O)c2ccncc2)[C@@H](C)CN([C@H](C)CO)C(=O)c2cc(NC(=O)c3ccncc3)ccc2O1	-0.8
COc1ccc(S(=O)(=O)N(C)C[C@H]2OCCCC[C@H](C)Oc3ccc(N(C)C)cc3C(=O)N([C@H](C)CO)C[C@@H]2C)cc1	10.1
O=C(C[C@H]1C[C@H]2c3cc(NC(=O)CC4CC4)ccc3O[C@H]2[C@@H](CO)O1)NCc1ccc(Cl)cc1	0.0
C[C@@H]1CN([C@H](C)CO)C(=O)Cc2cc(NC(=O)C3CCCCC3)ccc2O[C@H]1CN(C)Cc1ccc(-c2ccccc2)cc1	0.4
CCCNC(=O)N(C)C[C@@H]1Oc2cc(C#CC3CC3)ccc2S(=O)(=O)N([C@@H](C)CO)C[C@H]1C	-4.7
O=C1C(c2c(O)[nH]c3ccccc23)=Nc2ccccc21	0.3
O=C(C[C@@H]1C=C[C@H](NC(=O)CN2CCOCC2)[C@@H](CO)O1)NCc1cccc(F)c1	0.2
CCN(Cc1ccccc1)C(=O)CSC1=Nc2ccccc2C2=NC(c3ccccc3)C(=O)N12 (stereo not drawn)	-1.4
C[C@H](CO)N1C[C@H](C)[C@H](CN(C)Cc2ccc(-c3ccccc3)cc2)Oc2c(NS(=O)(=O)c3ccc(F)cc3)cccc2C1=O	-1.5
COc1ccccc1C#Cc1ccc2c(c1)O[C@H](CN(C)C)[C@@H](C)CN([C@H](C)CO)S2(=O)=O	11.7
Cc1ccc(S(=O)(=O)Nc2ccc3c(c2)CC(=O)N([C@H](C)CO)C[C@@H](C)[C@H](CN(C)CC2CCCCC2)O3)cc1	-4.1
CC(=O)N(C)C[C@@H]1Oc2cc(C#C[C@H](C)O)ccc2S(=O)(=O)N([C@@H](C)CO)C[C@H]1C	-0.3
CC(C)CC#Cc1cnc2c(c1)C(=O)N([C@H](C)CO)C[C@@H](C)[C@H](CN(C)C(=O)CC1CC1)O2	-35.7
C[C@H]1CN([C@@H](C)CO)C(=O)Cc2cc(NS(=O)(=O)c3ccccc3)ccc2O[C@@H]1CN(C)Cc1ccc(C(=O)O)cc1	2.2
CCC(=O)N(C)C[C@H]1Oc2ncc(C#CC3(O)CCCC3)cc2C(=O)N([C@H](C)CO)C[C@H]1C	u
COC(=O)C1=C(C)NC(C)=C([N+](=O)[O-])C1c1ccccc1C(F)(F)F (stereo not drawn)	-7.5
Cc1noc(C)c1NC(=O)N(C)C[C@H]1Oc2ncc(C#CCN(C)C)cc2C(=O)N([C@@H](C)CO)C[C@H]1C	1.5
C[C@@H]1CN([C@H](C)CO)C(=O)CCCn2cc(nn2)CO[C@H]1CN(C)Cc1ccncc1	4.6
C[C@H]1CN([C@@H](C)CO)C(=O)c2cc(NS(=O)(=O)c3ccccc3)ccc2O[C@@H]1CN(C)C(=O)Nc1cccc2ccccc12	4.2

Entries listed so far with a Cl atom:
SMILES	NSD2 block
C[C@@H]1CN([C@H](C)CO)C(=O)c2cccc(NS(=O)(=O)c3ccc(Cl)cc3)c2O[C@H]1CN(C)S(=O)(=O)c1ccc(F)cc1	-0.7
O=C(C[C@H]1C[C@H]2c3cc(NC(=O)CC4CC4)ccc3O[C@H]2[C@@H](CO)O1)NCc1ccc(Cl)cc1	0.0

The list continues:
SMILES	NSD2 block
C[C@@H]1CCCCO[C@@H](CN(C)S(=O)(=O)c2ccccc2)[C@H](C)CN([C@@H](C)CO)C(=O)c2cc(NS(C)(=O)=O)ccc2O1	u
C=CCOC(=O)[C@@H]1[C@H]2C(=O)O[C@H](c3ccccc3)[C@H](c3ccccc3)N2[C@H](c2ccc(OCCOC(=O)[C@@H]3C[C@@H]4C(=O)N[C@@H](Cc5ccccc5)C(=O)N4[C@@H]3c3ccc(O)cc3)cc2)[C@@]12C(=O)Nc1ccccc12	-2.5
Cc1noc(C)c1S(=O)(=O)Nc1ccc2c(c1)CC(=O)N([C@@H](C)CO)C[C@H](C)[C@H](CN(C)S(=O)(=O)c1cn(C)cn1)O2	1.1
Cc1ccc(S(=O)(=O)Nc2ccc3c(c2)C(=O)N([C@H](C)CO)C[C@@H](C)[C@H](CN(C)C(=O)Nc2cccc4ccccc24)O3)cc1	-3.6
C[C@@H]1CN([C@@H](C)CO)C(=O)c2cc(-c3ccc(C#N)cc3)cnc2O[C@H]1CN(C)C(=O)Nc1ccc(C(F)(F)F)cc1	-2.4
C[C@@H]1CN([C@@H](C)CO)C(=O)c2cc(C#CC3CCCCC3)cnc2O[C@@H]1CN(C)C(=O)NC1CCCC1	-8.6
Cc1noc(C)c1NC(=O)Nc1ccc2c(c1)C(=O)N([C@H](C)CO)C[C@@H](C)[C@H](CN(C)C(=O)Nc1ccccc1)OCCCC[C@@H](C)O2	-4.2
C[C@H]1CN([C@@H](C)CO)C(=O)c2cccc(NS(=O)(=O)c3cn(C)cn3)c2O[C@@H]1CN(C)CC1CC1	5.2
COc1ccc(C#Cc2cnc3c(c2)C(=O)N([C@H](C)CO)C[C@H](C)[C@@H](CN(C)C(=O)Nc2cccc(OC)c2)O3)cc1	2.8
CCCNC(=O)N(C)C[C@@H]1Oc2ncc(-c3ccc(C(=O)N(C)C)cc3)cc2C(=O)N([C@@H](C)CO)C[C@H]1C	1.1
O=C(NCCN1CCCCC1)c1ccc(I)cc1	1.3
C[C@@H]1CN([C@@H](C)CO)C(=O)c2cc(NC(=O)C3CCCCC3)ccc2O[C@@H](C)CCCCO[C@H]1CN(C)C(=O)c1ccccc1	8.5
C[C@H]1CN([C@@H](C)CO)S(=O)(=O)c2ccc(-c3cccc(C#N)c3)cc2O[C@H]1CN(C)CC1CC1	18.1
COCC#Cc1ccc2c(c1)O[C@H](CN(C)Cc1cncnc1)[C@H](C)CN([C@H](C)CO)S2(=O)=O	0.4
C[C@@H]1CN([C@H](C)CO)C(=O)c2cc(C#CC(C)(C)O)cnc2O[C@H]1CN(C)C(=O)C1CCOCC1	24.7
CNC[C@H]1Oc2cc(-c3ccccc3OC)ccc2S(=O)(=O)N([C@H](C)CO)C[C@@H]1C	9.1
O=C(C[C@@H]1C[C@@H]2c3cc(NS(=O)(=O)c4ccc(F)cc4)ccc3O[C@@H]2[C@@H](CO)O1)NCc1ccccn1	2.3
CC(C)CC#Cc1cnc2c(c1)C(=O)N([C@H](C)CO)C[C@H](C)[C@H](CN(C)C(=O)c1ccccc1)O2	-6.4
COCC#Cc1ccc2c(c1)O[C@H](CN(C)C(=O)C1CCOCC1)[C@H](C)CN([C@@H](C)CO)S2(=O)=O	0.9
COc1ccc(NC(=O)N(C)C[C@@H]2OCCCC[C@@H](C)Oc3ccc(NC(=O)Nc4cccc5ccccc45)cc3C(=O)N([C@@H](C)CO)C[C@H]2C)cc1	4.1
COc1ccc(/C=N/NC(=O)c2ccccn2)cc1Br	-3.1
Cc1ccc(-c2ccc3c(c2)O[C@@H](CN(C)Cc2ccc(F)cc2)[C@H](C)CN([C@@H](C)CO)S3(=O)=O)cc1	21.0
C[C@@H]1CN([C@H](C)CO)C(=O)c2cccc(NC(=O)C3CCOCC3)c2O[C@@H]1CN(C)S(=O)(=O)c1cn(C)cn1	14.7
CC(C)NC(=O)N(C)C[C@H]1OCc2cnnn2CCCC(=O)N([C@@H](C)CO)C[C@@H]1C	17.0

The final seven records of the section above lead into the next.
SMILES	NSD2 block
CC(C)CC#Cc1cnc2c(c1)C(=O)N([C@H](C)CO)C[C@H](C)[C@H](CN(C)C(=O)c1ccccc1)O2	-6.4
COCC#Cc1ccc2c(c1)O[C@H](CN(C)C(=O)C1CCOCC1)[C@H](C)CN([C@@H](C)CO)S2(=O)=O	0.9
COc1ccc(NC(=O)N(C)C[C@@H]2OCCCC[C@@H](C)Oc3ccc(NC(=O)Nc4cccc5ccccc45)cc3C(=O)N([C@@H](C)CO)C[C@H]2C)cc1	4.1
COc1ccc(/C=N/NC(=O)c2ccccn2)cc1Br	-3.1
Cc1ccc(-c2ccc3c(c2)O[C@@H](CN(C)Cc2ccc(F)cc2)[C@H](C)CN([C@@H](C)CO)S3(=O)=O)cc1	21.0
C[C@@H]1CN([C@H](C)CO)C(=O)c2cccc(NC(=O)C3CCOCC3)c2O[C@@H]1CN(C)S(=O)(=O)c1cn(C)cn1	14.7
CC(C)NC(=O)N(C)C[C@H]1OCc2cnnn2CCCC(=O)N([C@@H](C)CO)C[C@@H]1C	17.0
COc1ccc(NC(=O)N(C)C[C@@H]2Oc3c(NC(=O)Nc4c(C)noc4C)cccc3C(=O)N([C@H](C)CO)C[C@H]2C)cc1	4.9
CNC[C@H]1Oc2ccc(NC(=O)Cc3ccccc3)cc2C(=O)N([C@@H](C)CO)C[C@H]1C	-0.4
C[C@@H]1CN([C@H](C)CO)C(=O)Cc2cc(NC(=O)c3ccncc3)ccc2O[C@H]1CN(C)Cc1ccncc1	-3.9
C[C@@H]1CN([C@@H](C)CO)C(=O)c2cc(NS(=O)(=O)c3ccccc3)ccc2O[C@@H]1CN(C)C(=O)Nc1ccc(C(F)(F)F)cc1	-5.9
C[C@@H]1CN([C@@H](C)CO)C(=O)c2cc(NS(=O)(=O)c3ccc(F)cc3)ccc2O[C@@H]1CN(C)Cc1ccncc1	2.3
Cc1noc(C)c1NC(=O)N(C)C[C@H]1OCCCC[C@@H](C)Oc2ccc(NC(=O)NC(C)C)cc2C(=O)N([C@H](C)CO)C[C@H]1C	1.2
CN(C)C(=O)[C@@]1(Cc2ccccc2)COC(c2ccc(OCCCO)cc2)=N1	-1.2
C[C@@H]1CN([C@@H](C)CO)C(=O)Cc2cc(NC(=O)Cc3cn(C)c4ccccc34)ccc2O[C@@H]1CN(C)Cc1ccc(C(=O)Nc2ccccc2N)cc1	-2.9
C[C@H]1CN([C@@H](C)CO)S(=O)(=O)c2ccc(C#CC3CC3)cc2O[C@H]1CN(C)Cc1cccc(F)c1	3.2
COc1ccc(NC(=O)Nc2ccc3c(c2)CC(=O)N([C@@H](C)CO)C[C@@H](C)[C@H](CN(C)Cc2ccc4c(c2)OCO4)O3)cc1	5.3
C[C@@H]1CN([C@@H](C)CO)C(=O)c2cccc(NC(=O)Nc3ccc(C(F)(F)F)cc3)c2O[C@@H]1CN(C)C(=O)Nc1ccc(F)cc1	-2.7
C[C@@H](O)C#Cc1cnc2c(c1)C(=O)N([C@@H](C)CO)C[C@H](C)[C@@H](CN(C)C(=O)Cc1ccncc1)O2	-2.4
COc1ccc(CN(C)C[C@@H]2OCCCC[C@@H](C)Oc3ccc(NC(=O)Nc4cccc5ccccc45)cc3C(=O)N([C@@H](C)CO)C[C@@H]2C)cc1	7.4
O=C(O)c1ccc2c(c1)C1C3CCC(C3)C1C(c1ccccc1)N2 (stereo not drawn)	-12.6
COC(=O)c1c(CC[C@@H](CO)NC(=O)N[C@@H](Cc2ccccc2)Cn2cc(C3(O)CCCC3)nn2)oc(C(=O)N2CCOCC2)c1C(=O)OC	-1.6
C[C@@H]1CN([C@H](C)CO)C(=O)c2cc(NC(=O)Nc3ccc(F)cc3)ccc2O[C@@H](C)CCCCO[C@H]1CN(C)C(=O)Nc1ccc(C(F)(F)F)cc1	1.0
C[C@H]1CN([C@@H](C)CO)C(=O)CCCn2cc(nn2)CO[C@@H]1CN(C)S(=O)(=O)c1ccccc1	-4.6
C[C@@H]1CN([C@H](C)CO)C(=O)c2cccc(NS(=O)(=O)c3ccccc3)c2O[C@@H]1CN(C)CC1CCCCC1	6.5
C[C@@H]1CN([C@@H](C)CO)C(=O)Cc2cc(NC(=O)Nc3ccc4c(c3)OCO4)ccc2O[C@H]1CN(C)Cc1ccccc1	-5.9
COc1ccc(NC(=O)Nc2ccc3c(c2)C(=O)N([C@H](C)CO)C[C@@H](C)[C@H](CN(C)S(=O)(=O)c2ccccc2)OCCCC[C@@H](C)O3)cc1	-1.3
CC1=C(C(=O)OCc2ccccc2)C2(O)C(=O)c3ccccc3C2(O)N1 (stereo not drawn)	-9.6
C[C@@H]1CCCCO[C@@H](CN(C)C(=O)CCCN(C)C)[C@H](C)CN([C@@H](C)CO)C(=O)c2cc(NC(=O)Cc3ccccc3)ccc2O1	-1.3
C[C@@H]1CCCCO[C@H](CN(C)S(=O)(=O)c2cccs2)[C@H](C)CN([C@H](C)CO)C(=O)c2cc(NC(=O)Cc3ccccc3)ccc2O1	-4.6
O=C(C1=C[C@@H](c2ccc3c(c2)OCO3)C[C@@H](OCCCCO)O1)N1CCOCC1	4.8
C[C@H](CO)N1C[C@H](C)[C@H](CN(C)C)Oc2ccc(NC(=O)CCCCCC(=O)Nc3ccccc3N)cc2CC1=O	-1.0
CCO[C@@H]1OC(C(=O)Nc2ccccc2)=C[C@H](C2CC2)[C@H]1CCCO	7.0
C[C@H]1CN([C@@H](C)CO)C(=O)c2cccc(NC(=O)c3cnccn3)c2O[C@@H]1CN(C)C(=O)Nc1ccccc1	-4.0
COc1ccc(S(=O)(=O)N(C)C[C@@H]2Oc3c(NC(=O)c4cnccn4)cccc3C(=O)N([C@H](C)CO)C[C@@H]2C)cc1	4.8
C=C1C(N)CC2CC1C2(C)C (stereo not drawn)	1.9
NC(=O)COc1ccccc1/C=N/NC(=O)c1ccccc1O	-2.1
C[C@H]1CN([C@@H](C)CO)C(=O)c2cc(NC(=O)Nc3cccc4ccccc34)ccc2O[C@@H]1CN(C)Cc1ccc(Oc2ccccc2)cc1	1.5
C[C@H](CO)N1C[C@H](C)[C@@H](CN(C)C(=O)Nc2ccc3c(c2)OCO3)Oc2ccc(NC(=O)NC3CCCCC3)cc2CC1=O	1.9
